Screening data: PubChem, Fisher Drug Discovery Resource Center
mcGAS RapidFire – inhibitors of mouse cGAS | recombinant mouse cGAS, cGAMP by RapidFire MS | inhibition, % at 12.5 µM | 130,000 compounds, 0.18% hits | AID 1259397;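 active means inhibition of cGAS enzyme activity at or above 60%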;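 further: enzyme stimulated by 45 bp dsDNA with ATP and GTP substrates; cGAMP share of summed cGAMP plus half ATP and half GTP signals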
Target sequence (Q8C6L5 whole entry, looked up): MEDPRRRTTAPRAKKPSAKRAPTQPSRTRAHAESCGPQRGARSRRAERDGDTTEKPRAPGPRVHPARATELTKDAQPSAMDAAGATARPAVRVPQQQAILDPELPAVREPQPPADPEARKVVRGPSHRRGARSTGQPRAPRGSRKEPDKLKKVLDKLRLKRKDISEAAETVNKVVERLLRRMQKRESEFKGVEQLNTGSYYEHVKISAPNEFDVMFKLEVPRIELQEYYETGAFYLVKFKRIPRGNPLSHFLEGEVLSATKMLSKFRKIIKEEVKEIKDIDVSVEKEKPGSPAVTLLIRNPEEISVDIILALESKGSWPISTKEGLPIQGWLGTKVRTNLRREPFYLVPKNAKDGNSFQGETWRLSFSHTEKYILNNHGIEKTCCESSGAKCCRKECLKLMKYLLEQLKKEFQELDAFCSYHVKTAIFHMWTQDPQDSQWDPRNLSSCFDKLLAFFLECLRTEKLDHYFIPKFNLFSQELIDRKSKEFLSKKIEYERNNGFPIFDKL
* = called active by the depositor; & = joins results of further samples.

Structure | mcGAS RapidFire
Cc1oc(CC(C)C)c(CN2CCCC2)c1C(=O)O | 17
Cc1cc(-n2ncc(C#N)c2N)nc2ccccc12 | 21
CN=c1scc(-c2cc(OC)ccc2OC)n1N=C(C)c1ccc2c(c1)OCO2 | -31
COc1ccc(S(N)(=O)=O)cc1NC(=O)C=C1CCCCC1 | 3
O=C(NCCOc1ccccc1)N1CCN(S(=O)(=O)c2ccc(F)cc2)CC1 | 10
Cc1ccc2c(-c3c(-c4ccccc4)ncn3CC(O)CO)c(C)[nH]c2c1 (centres undefined) | -19
O=C(Nn1cnc2c(cnn2-c2ccccc2)c1=O)C(c1ccccc1)c1ccccc1 | -2
CCc1ccc(C(=O)CSc2nnc(-c3ccco3)n2C)cc1 | 1
COC(=O)c1cc(NC(=O)c2cccnc2)cc(C(=O)OC)c1 | -2
O=c1c2sccc2nc2n1Cc1nc3ccsc3c(=O)n1C2 | 1

Following part
Structure | mcGAS RapidFire
COc1ccc(-c2ccc(=O)n(Cc3ccc(C)cc3)n2)cc1OC | -8
CCn1c(=O)[nH]c2cc(C(=O)N3CC(c4cc(C)ccc4C)OCC3C)ccc2c1=O (centres undefined) | -3
O=C(NCc1ccc(COCC(F)(F)F)cc1)c1ccccc1Br | -7
Cn1c2ccccc2n2c(C(=O)NN)c(-c3ccccc3)nc12 | -1
CCCNc1n[nH]c(=S)s1 | -7
Cc1cc2nc3c(c(C(F)(F)F)n2n1)CCCC3 | 1
CCN(Cc1ccc(N2CCC(OC)CC2)cc1)C(=O)Nc1nncs1 | -9
C=CCn1ncc(-c2nc3c(cnn3Cc3cccs3)[nH]2)c1C | -12
NC(=O)C1CCCN1C(=O)C1=NOC(c2ccccc2)C1 (centres undefined) | -6
CCN1CC(COC(=O)c2sccc2C)CC1=O (centres undefined) | -9

Of the compounds above, 2 contain two or more sulfur atoms.
Structure | mcGAS RapidFire
O=c1c2sccc2nc2n1Cc1nc3ccsc3c(=O)n1C2 | 1
CCCNc1n[nH]c(=S)s1 | -7

Returning to the listing, repeating the 3 entries before the break.
Structure | mcGAS RapidFire
C=CCn1ncc(-c2nc3c(cnn3Cc3cccs3)[nH]2)c1C | -12
NC(=O)C1CCCN1C(=O)C1=NOC(c2ccccc2)C1 (centres undefined) | -6
CCN1CC(COC(=O)c2sccc2C)CC1=O (centres undefined) | -9
Cc1cccn2c(=O)c(C=C3C(=O)NC(=O)NC3=O)c(N3CCCC3)nc12 | -10
Cc1nc2sccn2c1C(=O)N1CCC(n2nccc2NC(=O)C(C)(C)C)CC1 | -6
Cc1ccc2nc(C)c(NC(=O)c3ccco3)c(=O)n2c1 | -3
CN(CC(=O)Nc1ccc(N2CCCC2=O)cc1)Cc1cccc(F)c1 | -2
Cc1ccc(OCC(=O)NNC(=O)c2ccccc2C)cc1 | -8
O=C(c1ccco1)N1CCCN(c2nccc(CCC(F)(F)F)n2)CC1 | -7
Cc1n[nH]c(C)c1S(=O)(=O)NCCn1ncc2c(N3CCCC3)ncnc21 | -31
CC(=O)Cn1c(=O)c2c(nc3n(-c4ccccc4F)c(-c4ccccc4)cn23)n(C)c1=O | -1
CN(C)CC1(O)CCCN(C(=O)CCCc2cn[nH]c2)C1 (centres undefined) | -27
Cc1cccc(CN(C(=O)CCNS(C)(=O)=O)C(C)C)c1 | -8

Continued:
Structure | mcGAS RapidFire
CCOC(=O)c1c(C)oc(N)c1C(N)=O | 3
O=C1CN(C(=O)C2CC(=O)N(c3ccccc3F)C2)c2ccccc2N1 (centres undefined) | -6
Cc1ccc(C(=O)NCC(=O)OCc2cccc(C#N)c2)cc1C | -4
Cc1ccc(C(=O)NCCC2=CCCCC2)cc1NC(=O)C1CC1 | -16
O=C(CCc1nc(-c2ccccc2)no1)N1CCCC(Nc2ccc3c(c2)OCCO3)C1 (centres undefined) | -10
CCn1ccnc1CN(C)C(=O)c1cc(COc2ccc3c(c2)OCO3)[nH]n1 | -8
COc1ccc(-n2cc(-c3ccnc(NCCN4CCNC4=O)n3)cn2)cc1 | -3
Cc1c(C(=O)NCc2ccc3c(c2)OCCO3)sc(=O)n1Cc1cccc(C(F)(F)F)c1 | 0
CCCCCc1nnc(NC(=O)c2ccc(=O)n(C)n2)s1 | -2
COc1ccc(COC(=O)C2=C(C)NC(=O)NC2c2cc(OC)ccc2OC)cc1 (centres undefined) | -10

Continued.
Structure | mcGAS RapidFire
O=C(c1cccc2c1OCC2)N1CCCC(CO)(Cc2ccccc2)C1 (centres undefined) | -14
CP(=O)(Nc1ccc([N+](=O)[O-])cc1)c1nc2c(s1)CCCC2 (centres undefined) | 8
CC(C)n1cc(CN(Cc2ccncc2)Cc2ccc(F)cc2)cn1 | -17
Cn1c(=O)c(C(=O)Nc2cc(Cl)ccc2Cl)cc2cccnc21 | -2
COc1ccc2c(-c3ccccc3)cc(=O)n(CC(O)c3ccc(F)cc3)c2c1 (centres undefined) | 5
CCCC(=O)Nc1c(-c2ccc(OC)c(OC)c2)c(=O)c2ccccc2n1C | -3
O=C1Cc2cc(-c3csc(NCC4CCCO4)n3)ccc2N1 (centres undefined) | 4
Cc1ccc(C(C)C)c(OCC(=O)Nc2ccc3c(c2)OCO3)c1 | -4
CCc1[nH]nc(C(=O)NC2CCCN(CC3CCCCC3)C2)c1C (centres undefined) | -10
COCCN1CCC(C(=O)N2CCOc3ccc(Cl)cc3C2)C1 (centres undefined) | -20

(list continues)
Structure | mcGAS RapidFire
N#CC1=C(NC(=O)c2ccc(COc3ccc(Cl)cc3)cc2)CCC1 | 0
CCOC(=O)Cn1c(=O)c2c(nc3n2CCN3c2ccccc2)n(C)c1=O | 0
FC(F)Oc1ccc(N=Cc2cccs2)cc1 | -7
CC(C(=O)NCc1cccs1)S(=O)(=O)c1ccc(C(F)(F)F)cn1 (centres undefined) | 13
COc1ccc(CNC(=O)C2CCC(=O)N(C3CCCCCC3)C2)c(OC)c1 (centres undefined) | -1
COc1ccc(OC)c(C2c3cccn3CCN2C(=O)NCc2ccccc2)c1 (centres undefined) | -3
COc1cccc(-c2cccc(NC(=O)C3CCN(Cc4ccccc4)CC3)c2)c1 | 3
Cn1c(Cl)cnc1CN1CCCc2c(C(N)=O)cccc21 | -19
O=C(c1ccc2[nH]c3c(c2c1)CCCC3)N1Cc2cnn(CCO)c2C1 | -19
O=C(O)CCn1c(Cc2ccccc2)n[nH]c1=O | -15

Part of the list above, set out differently:
SMILES: COc1cccc(-c2cccc(NC(=O)C3CCN(Cc4ccccc4)CC3)c2)c1
  mcGAS RapidFire: 3

SMILES: Cn1c(Cl)cnc1CN1CCCc2c(C(N)=O)cccc21
  mcGAS RapidFire: -19

SMILES: O=C(c1ccc2[nH]c3c(c2c1)CCCC3)N1Cc2cnn(CCO)c2C1
  mcGAS RapidFire: -19

Carrying on.
Structure | mcGAS RapidFire
CC1(C)Cc2nc(C(C)(C)C)ncc2C(NC(=O)C2(C(N)=O)CC2)C1 (centres undefined) | 7
Cc1ccc(S(=O)(=O)N2CCN(C(=O)NCCc3ccccc3)CC2)c(C)c1 | -13
O=C1C=CC2C3C(=O)N(c4ccccc4)C(=O)C3C1N2c1ccccc1 (centres undefined) | 92*
Cc1cc(C)n(-c2nc(NC(C)C)nc(NC(C)(C)C)n2)n1 | -15
CCc1cc(-c2ccc(C(=O)N(C)C)cc2)nc(N2CCCC2)n1 | -35
CCCNC(=O)Cn1nc(C2CC2)c2cnn(-c3cccc(Cl)c3)c2c1=O | -9
Cc1cnc(NC(C)CCn2cccn2)nc1N(C)C (centres undefined) | -22
Cc1nc(C2CCN(Cc3ccc(C(F)(F)F)cc3)CC2)n[nH]1 | -5
CC(C)NC(=O)C12CC3CCC(CC(C3)C1)C2 | -6
CC1(C(=O)Nc2ccc(Cl)c(Cl)c2)CCN1CCc1ccccc1 (centres undefined) | -7

Later entries
| compound | mcGAS RapidFire |
| --- | --- |
| Fc1ccc(C(CNC(=S)NC2CC3CCC2C3)N2CCOCC2)cc1 (centres undefined) | -5 |
| CC1CC(C)CN(c2nc3c(c(=O)[nH]c(=O)n3C)n2CCCSc2nc3ccccc3o2)C1 (centres undefined) | -3 |
| CN(Cc1ccccc1)c1cccc(-n2ccnc2)n1 | -6 |
| COC(=O)c1ccc(COn2c(=O)c(-c3ccc(C)cc3)[n+]([O-])c3ccccc32)cc1 | -1 |
| O=[N+]([O-])c1c(N2CCOCC2)n[nH]c1-c1nnco1 | 0 |
| Cc1ccc(C(=O)NCCC(=O)N2CCN3C(=O)CNC(=O)C3C2)cc1 (centres undefined) | -21 |
| Cc1c(C(=O)CSc2nccc(=O)[nH]2)c2ccccc2n1C | 11 |
| Cc1ccccc1C(C#N)C(=O)CCc1ccccc1 (centres undefined) | -7 |
| O=c1cc(CN2CCCC2c2noc(C3CC3)n2)nc2sccn12 (centres undefined) | -5 |
| Cn1c(=O)[nH]c(=O)c2c1nc(N1CCN(Cc3ccc(F)cc3)CC1)n2CCCc1ccccc1 | -5 |
| COCc1ccc(CNC(=O)c2cc(F)cc(Br)c2)cc1 | -1 |
| COc1cc(NC(=O)CCC2CCCN(C(=O)c3scnc3C)C2)cc(OC)c1 (centres undefined) | -7 |
| O=C(CN(Cc1ccco1)C1CCS(=O)(=O)C1)Nc1ccccc1I (centres undefined) | -6 |
| Cc1ccccc1CCC1CCCN(C(=O)c2nc3ncccn3n2)C1 (centres undefined) | 5 |
| CC(C)(C)P(=Nc1ccc([N+](=O)[O-])cc1)(c1ccncc1)N1CCCCCC1 (centres undefined) | -7 |
| CCCOC(=O)C1=C(C)NC2=C(C(=O)CCC2)C1c1ccccc1OC(C)C (centres undefined) | -9 |
| Cc1ccc(-c2nnc(C(C)Nc3ccc4c(c3)OCCCO4)o2)cc1 (centres undefined) | -20 |
| CNc1cnc(-c2ccc(F)c(F)c2F)cn1 | -4 |
| COc1ccc(F)c(-c2nc(Cn3cnc(C)c3)c(C)o2)c1 | -14 |
| CN(Cc1cccnc1)c1nncc(-c2ccc(C3CCCCC3)cc2)n1 | -5 |
| Nc1nc(CSc2nnnn2C2CC2)nc(Nc2ccccc2)n1 | -5 |
| CCOC(=O)C1(Cc2ccc(OC)cc2)CCN(C(=O)C(=O)c2ccccc2)CC1 | -4 |
| Cn1ccsc1=NC(=O)CNC(=O)c1ccc(C(C)(C)C)cc1 | 4 |
| CCCCNC(=O)Nc1ccc(C(N)=O)cn1 | -1 |
| CCN=c1scc(-c2cccc(Br)c2)n1/N=C\c1cccnc1 | -1 |
| CC(=O)NCCNc1nc2cc(-c3ccc(C(=O)N4CCN(C)CC4)cc3)sc2c(=O)n1C | -2 |
| O=C(Cn1nc(C2CC2)c2cnn(-c3ccccc3)c2c1=O)NC1CCCC1 | -8 |
| Nc1cnc(Cl)nc1N | -1 |
| CCOC(=O)c1c(NC2=CC(=O)CCC2)sc2c1CCCC2 | -17 |
| COC(=O)c1cccc(C(=O)NC2CC(=O)N(CCc3ccccc3)C2)c1 (centres undefined) | -6 |

The listing continues.
| compound | mcGAS RapidFire |
| --- | --- |
| CC1(C)N=C2C(=[N+]1[O-])CCC/C2=N/O | 1 |
| O=C(c1cscn1)N1CCC2(CCCN(CCCc3ccccc3)C2)C1 (centres undefined) | -8 |
| COc1cccc(-c2ccccc2NC(=O)C2CCN(Cc3csc(C(C)=O)c3)CC2)c1 | 1 |
| O=C(NNC(=O)c1cc(Br)c[nH]1)c1ccccc1 | -4 |
| COC(=O)CSc1ccc(NC(=O)C2CC2)nn1 | 8 |
| O=C(O)CSc1nnc(Cc2ccncc2)n1-c1cccnc1 | -5 |
| CCN(CC)Cc1cnc2c(C(=O)N3CCC3c3cccs3)cnn2c1 (centres undefined) | -20 |
| N#Cc1cccnc1NCc1ccccc1Cl | -4 |
| CC(C)CC(C)OCCC(=O)N1CCC(O)CC1 (centres undefined) | -12 |
| CC1CC(=O)NN1C(=O)/C=C/c1cn(-c2ccccc2)nc1-c1ccccc1 (centres undefined) | -3 |
| O=C(NC1CCN(CC2CCOC2)CC1)c1ccc(F)c(F)c1 (centres undefined) | -11 |
| CCOC(=O)c1c(NC(=O)C2CC2)sc2c1CCC2 | -1 |
| O=C(c1cc(C2CC2)on1)N1CCN(c2cccc(Cl)c2Cl)CC1 | -3 |
| CCc1sc(C(=O)Nc2nccn2Cc2ccccc2)cc1C | -19 |
| Cn1c(-c2ccc(-c3ccccc3)cc2)c[nH]c1=S | -1&7 |
| C=CCN(Cn1nc(C2CCS(=O)(=O)C2)n(C)c1=S)C1CCCC1 (centres undefined) | -3 |
| CCOC(=O)c1c(C)[nH]c(C(=O)OCC(=O)N2CCCC2)c1C | -1 |
| Cc1ccc(C(=O)N2CC[C@@H](c3ccc4ccccc4c3)[C@H](O)C2)c(=O)n1C | -38 |
| Cc1cc(Nc2ccc3c(n2)C(=O)N(CC(=O)NCc2ccccc2)C3)n(C)n1 | 5 |
| Cc1cc(CNC(=O)CN(C)C2CCS(=O)(=O)C2)c2[nH]c(C)c(C)c2c1 (centres undefined) | -6 |
| CC1CCN(Cc2ncc(-c3ccccc3)o2)C2CCCCC12 (centres undefined) | -7 |
| Cc1nnc(NCc2n[nH]c(=O)c3ccccc23)c2ccccc12 | -4 |
| Cn1c(=O)c2c(ncn2CCCn2cnc3c2c(=O)n(C)c(=O)n3C)n(C)c1=O | 4 |
| CC1(C(=O)NS(=O)(=O)c2cccc(Cl)c2)CCN1C(=O)Cc1ccccc1 (centres undefined) | -12 |
| O=C(N=Nc1c(O)[nH]c2ccccc12)c1ccc2ccccc2n1 | -1 |
| Cc1ccc(-c2cc(C(=O)N3CCCCC3C(=O)NCCN(C)C)no2)cc1 (centres undefined) | -4 |
| Cc1csc(C(=O)NCC2(N)CCCC2)c1 | -14 |
| O=C(N1CCC1c1ccc(F)cc1)C1(Cn2cccn2)CC1 (centres undefined) | -11 |
| Cc1cccc(OCC(=O)Nc2ncn[nH]2)c1C | -7 |
| Cn1nnc2c([nH]c3ccccc32)c1=O | 22 |

The list goes on.
| compound | mcGAS RapidFire |
| --- | --- |
| COCCN1CC(Nc2nc(CCN)nc3ccccc23)CC1=O (centres undefined) | 1 |
| Cc1n[nH]c(C)c1CN1CCc2[nH]cnc2C1c1cccc2cccnc12 (centres undefined) | 4 |
| c1ccc(OCc2noc(CN3CCCC3c3ccccn3)n2)cc1 (centres undefined) | -1 |
| COCc1nn2c3c(cnc2c1-c1ccccc1)C(=O)CC(c1ccccc1)C3 (centres undefined) | -9 |

An excerpt (hit frequency here may not be typical).
